# TNAP activators: human TNAP enzyme activators, primary screen, biochemical, luminescent, no phosphate acceptor, uHTS (AID 1001); purified TNAP, luminescent activation assay, no phosphate acceptor; higher activation fold means a stronger effect; one-dose activation fold at 20 µM; EC50 in µM for titrated hits; hit rate 0.03% among 200,000; in the data active = activation fold from about 3, or a potency from the dose series; inactive = the rest, 99 in 100 with activation fold below about 1.6; also: many of its hits are not listed in these tables
# SV40 large T antigen: SV40 large T antigen inhibitors, biochemical (AID 1903); hit rate 0.39% among 310,000; inhibition, % at 20 µM, or IC50 in µM where a hit was titrated; SV40 large T antigen ATPase/helicase inhibition assay; higher % means a stronger effect; in the data active = a potency from the dose series; inconclusive = inhibition mostly from about 32% at the one dose, without a potency; inactive = the rest, 99 in 100 with inhibition below about 32%; also: strong numbers were not always called active
# NTR1 ag: agonists of NTR1, primary screen, imaging, U2OS cells, beta-arrestin-GFP, high content (AID 493036). NTR1-U2OS beta-arrestin-GFP spot imaging, agonist mode. activation, % at 20 µM. hit rate 0.17% among 330,000;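 active = activation at or above 40% of the spot to cytoplasm intensity ratio, with at least 20 cells analyzed; inconclusive = wells under 20 cells, flagged as cytotoxic or low count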;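 also: 0% = DMSO without peptide and 100% = 100 nM NTR1 peptide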
# Target sequence (P30989 whole entry, looked up): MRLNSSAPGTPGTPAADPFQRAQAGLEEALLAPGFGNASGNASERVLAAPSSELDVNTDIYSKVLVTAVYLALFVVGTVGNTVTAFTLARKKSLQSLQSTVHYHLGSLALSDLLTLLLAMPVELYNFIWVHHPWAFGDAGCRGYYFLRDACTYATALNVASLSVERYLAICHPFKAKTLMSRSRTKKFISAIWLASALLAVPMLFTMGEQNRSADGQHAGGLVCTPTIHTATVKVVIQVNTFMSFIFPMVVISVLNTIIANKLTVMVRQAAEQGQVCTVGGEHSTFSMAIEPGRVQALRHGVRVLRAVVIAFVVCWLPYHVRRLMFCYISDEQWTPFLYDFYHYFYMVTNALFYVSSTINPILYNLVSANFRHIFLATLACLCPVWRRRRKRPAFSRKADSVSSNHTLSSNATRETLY
# Rac1 GTP hydrolysis: MgcRacGAP GTPase-activating activity inhibitors, confirmation, biochemical, ADP Hunter fluorescence; Rac GTPase-activating protein 1 (Homo sapiens); MgcRacGAP-stimulated Rac1 GTP hydrolysis, ADP Hunter fluorescence; higher % means a stronger effect; GST-tagged Rac1 F28L mutant substrate; one-dose inhibition, % at 30 µM; IC50 in µM for titrated hits; hit rate 0.6% among 340,000;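 active = first-screen hits whose inhibition reached a set limit at any dose in the follow-up dose series; inconclusive = inhibition above the set first-screen limit but never retested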;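 also: fluorescence reports GDP produced by GAP-driven GTP hydrolysis; strong numbers were not always called active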
# PhoP inhibition: inhibitors of PhoP regulon expression, primary screen, Salmonella Typhimurium, GFP reporter (AID 1863). S. Typhimurium PhoP-regulated promoter GFP reporter, 4 h; higher % means a stronger effect. hit rate 0.16% among 300,000. inhibition, % at 50 µM; hits with a dose series show IC50 in µM;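 active = inhibition over 29.93%, a cutoff 3 SD above the screen mean, later confirmed by dose response; inconclusive = inhibition over 29.93% but no dose response follow-up; inactive = inhibition at most 29.93% or unconfirmed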;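 also: 0% = low Mg2+ inducing control and 100% = high Mg2+ repressing control; strong numbers were not always called active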
# K1F lysis inhibition: inhibition of K1F phage lysis, E. coli UTI89, bacterial capsule biogenesis inhibitors, alamar blue (AID 488966); E. coli UTI89 K1F phage lysis, alamar blue, 2 h; higher % means a stronger effect; hit rate 0.02% among 340,000; one-dose inhibition, % at 100 µM; IC50 in µM for titrated hits;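 active = phage lysis inhibition, versus mean bacterial control, above a set limit; inconclusive = no clear call, values can overlap the other calls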;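 also: capsule biogenesis inhibitors block K1F phage lysis so surviving cells raise fluorescence; higher fluorescence means more inhibition of phage lysis; actives were called in the ten point dose series up to 300 µM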
# RSV CPE inhibition: RSV antiviral activity via CPE protection, HEp-2 cells, primary 10 µM value included (AID 2391) | CPE inhibition, % at 10 µM; hits with a dose series show IC50 in µM | HEp-2 cells, RSV-induced CPE inhibition; higher % means a stronger effect | hit rate 0.13% among 310,000; in the data active = a potency from the dose series; inconclusive = CPE inhibition mostly from about 23% at the one dose, without a potency; inactive = the rest, 99 in 100 with CPE inhibition below about 21%; also: strong numbers were not always called active
# T cell HTS: modulators of CD8 T cell-vesicle binding, primary screen, mouse 2C CD8+ T cells, flow cytometry | 2C CD8+ T cell-vesicle binding; active compounds read low | AID 2052, 2009 | calls only at 7 µM | hit rate 0.068% among 330,000;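 active = response, share of CD8 T cells binding vesicles, and their 90th percentile fluorescence all below set limits, cut at about 80% in these data, passing the limit was not always enough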
#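 System: murine 2C transgenic CD8+ T lymphocytes; also added: QL9-loaded Drosophila micro-vesicles; times: binding 1.5 h at 37 °C; measured by: flow cytometry, PE anti-B7-1 (FL2) versus Alexa647 anti-CD8 (FL8), PFA-fixed; control set: Peptide-free naked vesicles (low) and QL9 vesicles with 0.7% DMSO vehicle (high)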
# Myeloid diff 2: induction of myeloid progenitor differentiation, primary screen, cell-based, flow cytometry, MLPCN library; calls only at 10 µM; ER-HoxA9 myeloid progenitors, lysozyme-GFP differentiation; hit rate 1% among 360,000; AID 624256, 2012;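 active = normalized GFP-positive differentiation at or above the plate's own cutoff, the solvent-only control mean plus 3 SD; inconclusive = no clear call, values can overlap the other calls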;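 also: cells exposed to compound for four days before flow analysis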
# T cell HTS vesicle-bound %: also measured in T cell HTS; calls as there; double positive events, %; measured here: CD8+ vesicle-bound cell fraction;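 binding gate set so that unloaded-vesicle control wells show 10% double positive cells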
# NTR1 ag cell count 20 µM: also measured in NTR1 ag; calls as there; cell count; measured here: cell count, cytotoxicity flag
# Myeloid diff 2 GFP+ MAC1+ %: also measured in Myeloid diff 2; calls as there; GFP+ MAC1+ double positive, %; measured here: differentiation confirmed by MAC1 staining
# * marks the source's active call; other numbers are inactive results; i = inactive; u = inconclusive; x = not tested or not shown; [ ] = dose if it differs, or a comment.
Structure,TNAP activators,SV40 large T antigen,NTR1 ag,NTR1 ag cell count 20 µM,Rac1 GTP hydrolysis,PhoP inhibition,K1F lysis inhibition,RSV CPE inhibition,T cell HTS,T cell HTS vesicle-bound %,Myeloid diff 2,Myeloid diff 2 GFP+ MAC1+ %
CCOC(=O)C(=CNc1ccc(O)c(C(=O)OC)c1)C(=O)OCC,x,18%,4.6,82,17%,-8%,1.2%,0.7%,i,18,i,0.3
CC(=O)Nc1ccc2c(c1)ncn2C1CCCCC1,x,u,0.1,60,5%,-6%,3.9%,0.4%,i,20,i,0.6
CC1CCN(S(=O)(=O)c2ccc3c(c2)N(CC(=O)NCCCN(Cc2ccccc2)C(C)C)C(=O)CO3)CC1,x,0%,0.3,65,11%,3%,0.2%,-1.7%,i,23,u,x
O=C(COC(=O)/C=C/c1ccccc1)NC1CCS(=O)(=O)C1 (centres undefined),x,x,-0.4,58,-4%,x,-0.1%[50 µM],0.9%,i,31,i,0.6
CCn1c(SCC(=O)c2cc(OC)ccc2OC)nnc1-c1ccncc1,x,x,-0.3,58,2%,x,0.3%,-0.7%,i,40,i,0.8
COc1cccc2sc(N(CCN(C)C)C(=O)c3ccc(S(=O)(=O)N4CCCC4)cc3)nc12,x,16%,-0.9,60,9%,-3%,-0.1%,-0.1%,i,33,i,0.9
CCOc1ccc(OCCNC(=O)c2ccc3c(c2)nnn3CC)cc1,x,x,-2.4,68,11%,x,0.8%[50 µM],x,i,45,i,1.4
CCC(C)NC(=O)CC(NS(=O)(=O)c1ccc(NC(C)=O)cc1)C(C)C (centres undefined),1.1,3%,-1.4,50,0%,9%,0.4%,-0.5%,i,17,i,0.5
Cc1ccc(NC(=O)c2ccc3c(=O)n4c(nc3c2)CCCCC4)cc1F,x,7%,7.9,51,-2%,3%,0.5%,5.9%,i,46,i,1.9
COc1ccc(N2CCN(S(=O)(=O)/C=C/c3ccccc3)CC2)cc1,1.1,14%,-0.5,92,4%,-8%,1.3%,1.2%,i,6,i,0.4
O=C(CSc1ccccc1)Nc1ccc2c(c1)OCO2,x,0%,3.3,43,5%,5%,0.5%,0.5%,i,15,i,2.3
O=C(CCN1CCOCC1)N/N=C/c1cc([N+](=O)[O-])ccc1OC(F)F,1.2,5%,0.1,54,2%,0%,-1.4%,-1.9%,i,68,x,x
CC(C)CCn1nnnc1CN1CCN(C(=O)c2ccco2)CC1,x,3%,0.3,47,12%,-3%,0.3%,3.5%,i,22,i,0.7
CC1(C)CC2(CC(c3ccccc3)Oc3cc(O)ccc32)NC(=O)N1 (centres undefined),1.1,24%,-0.1,75,x,-1%,x,1.1%,i,61,x,x
O=C(COc1ccc(Br)cc1Br)NN1C(=O)c2ccccc2C1=O,x,9%,-0.7,61,x,x,x,3.4%,i,14,i,0.7
CCC(=O)Nc1cccc(C(=O)Nc2nccs2)c1,1.1,-6%,-1.0,50,8%,5%,0.2%,2.7%,i,36,i,0.5
CCCN(CCC)CCCNC(=O)Cn1cnc2sc(C)c(S(=O)(=O)N3CCCCC3)c2c1=O,x,7%,-0.6,45,4%,4%,-0.1%,0.8%,i,20,i,0.1
O=[N+]([O-])C(=C1Nc2ccccc2N1)/C(Cl)=C(/Cl)Br,1.2,17%,-0.7,67,4%,6%,-0.8%,1.7%,i,50,i,0.4
CC(C)(C)c1ccc(/C=N/Nc2cccc(C(=O)O)c2)cc1,1.1,7%,2.2,50,6%,-2%,-0.4%,2.0%,i,10,i,0.2
Nc1ncc(Br)cc1S(=O)(=O)NCCc1ccccc1,x,6%,2.1,60,11%,-5%,0.9%,1.4%,i,13,i,0.9
CC1(C)CC(=O)C(C(c2cc([N+](=O)[O-])ccc2Cl)C2C(=O)CC(C)(C)CC2=O)C(=O)C1,x,6%,-1.5,41,x,x,x,3.0%,i,12,i,0.3
CNC(=S)N1CCC(c2nc3ccccc3s2)CC1,1,2%,0.2,30,5%,2%,0.3%,-1.3%,i,8,i,0.3
CN1CCN(c2nc3c(c(=O)n(C)c(=O)n3C)n2CCSc2nnnn2-c2ccccc2)CC1,x,8%,3.8,61,3%,-4%,-0.1%,0.4%,i,37,i,0.7
Cc1ccc(CN2CCNC(=O)C2CC(=O)N2CCN(c3ncccn3)CC2)o1 (centres undefined),1.1,16%,4.2,54,5%,0%,0.2%,0.9%,i,65,i,0.2
CN(C)S(=O)(=O)c1cccc(NC(=O)COC(=O)/C=C/c2ccc([N+](=O)[O-])cc2)c1,1,18%,2.8,61,-5%,0%,3.8%,1.8%,i,38,i,0.6
Cc1cc(S(=O)(=O)Nc2cccc(Cl)c2)c(C)s1,1.1,25%,2.2,41,x,-2%,x,4.4%,i,63,i,0.1
COc1ccc(C(CC(=O)Nc2ncccc2C)N2Cc3ccccc3C2=O)cc1 (centres undefined),x,-5%,-1.6,108,x,15%,0.1%,0.1%,i,19,i,0.6
c1ccc(C(c2ccccc2)c2noc(CN3CCN(C4CCCC4)CC3)n2)cc1,1,8%,1.4,92,2%,7%,1.6%,-1.0%,i,54,i,0.2
COc1ccccc1CNC(=O)C(=O)NCCC1CCCCN1S(=O)(=O)c1ccc(C)cc1 (centres undefined),x,17%,1.1,56,-4%,6%,0.7%[50 µM],2.3%,i,16,i,0.9
O=C(c1cccc2ccccc12)N1CCCCC1,x,2%,-1.1,67,2%,4%,-0.2%,0.5%,i,52,i,1.3

# (next part)
Structure,TNAP activators,SV40 large T antigen,NTR1 ag,NTR1 ag cell count 20 µM,Rac1 GTP hydrolysis,PhoP inhibition,K1F lysis inhibition,RSV CPE inhibition,T cell HTS,T cell HTS vesicle-bound %,Myeloid diff 2,Myeloid diff 2 GFP+ MAC1+ %
CCn1c(=S)sc2c(=O)n(-c3ccccc3)c(SCC(=O)NCc3ccco3)nc21,1.1,4%,1.9,72,4%,-7%,7.4%,x,i,43,i,6.0
O=C1c2ccccc2C(=O)C1c1ccccn1,x,8%,-1.0,59,17%,-2%,0.3%,-2.1%,i,3,i,0.0
CCOC(=O)c1[nH]c2cc3c(cc2c1NC(=O)CN1CCN(CCO)CC1)OCO3,x,18%,-1.4,34,6%,1%,-1.1%,x,i,18,x,x
CCCCn1c(N)c(N(CCOC)C(=O)C(C)N2C(=O)c3ccccc3C2=O)c(=O)[nH]c1=O (centres undefined),x,6%,0.9,58,0%,3%,1.7%[50 µM],-0.7%,i,15,i,1.3
COC(=O)c1ccc(-c2nc(-c3cccs3)no2)cc1,1.1,4%,-0.6,82,17%,-3%,-0.6%,0.4%,i,5,i,1.5
CCOc1ccc(-c2nnc3ccc(SC)nn23)cc1,1,5%,-0.4,84,7%,-2%,0.6%,-1.2%,i,38,i,5.1
CCCCCCCC(=O)N/N=C(\C)c1ccc(O)cc1O,1,-5%,1.8,57,9%,18%,1.1%,2.6%,i,42,i,0.7
O=C(NCc1ccco1)c1sc(=S)n2c1[nH]c(=O)c1ccccc12,1,23%,4.9,81,76µM*,-6%,-0.5%,8.4%,i,30,i,2.3
COc1ccc(CC(=O)NC(C)c2nnc(SCC(=O)Nc3nc(C)cs3)n2C)cc1 (centres undefined),1.1,-1%,2.2,73,-2%,-2%,0.1%,2.0%,i,33,i,1.4
CSc1nc(NCCOCCO)c2sc3nc(-c4ccco4)c4c(c3c2n1)CCC4,0.9,25%,2.5,53,12%,-7%,-0.2%,-0.8%,i,52,i,0.5
O=C(NCCc1ccccn1)c1cc(-c2ccccc2Cl)nc2ccccc12,1.1,-1%,-0.9,75,2%,17%,1.9%,3.9%,i,21,i,0.5
CCOC(=O)c1sc2nc(C)nc(SCC(=O)NC(C)CCc3ccccc3)c2c1C (centres undefined),1.1,5%,0.3,87,5%,-12%,0.1%,2.9%,i,59,i,0.3
O=C(CN1C(=O)NC2(CCCCC2)C1=O)N1CCN(S(=O)(=O)/C=C/c2ccccc2)CC1,x,9%,4.4,54,7%,-7%,1.1%[50 µM],-1.7%,i,25,i,0.8
Cc1c(C(=O)N2CCN(C/C=C/c3ccccc3)CC2)oc2c(F)cccc12,x,x,-1.2,65,8%,x,0.6%[50 µM],0.8%,i,28,i,0.8
Cc1cc(NC(=O)CN2CCCC(C)C2)n(-c2nc3ccccc3s2)n1 (centres undefined),1,6%,3.7,66,10%,-4%,1.2%,x,x,x,i,0.7
CCS(=O)(=O)c1nnnn1-c1ccccc1S(C)(=O)=O,1.1,14%,1.4,84,5%,22%,1.8%,6.3%,i,56,i,6.6
Nn1c(SCC(=O)NCCC2=CCCCC2)nnc1C(F)(F)F,1.1,7%,-1.9,54,10%,-3%,-0.3%,1.5%,i,48,i,4.6
O=C(c1ccc(COc2c(F)c(F)cc(F)c2F)o1)N1CCN(c2ccc(Cl)cc2)CC1,1.1,1%,7.6,40,3%,3%,4.2%,3.6%,i,14,i,1.9
CCCCn1c(NCc2cccs2)nc2ccccc21,1.1,-5%,-0.7,56,10%,5%,-1.1%,1.1%,i,62,i,0.2
CC(=O)c1ccc(OCCCC(=O)OCC(=O)Nc2ccc3[nH]c(=O)[nH]c3c2)cc1,x,11%,-1.1,51,6%,-7%,1.3%[50 µM],-1.9%,i,58,i,1.3
O=C(CCCCn1c(=O)[nH]c2ccsc2c1=O)NCc1cccnc1,1.1,2%,-3.1,88,0%,-15%,-1.2%,-0.1%,i,28,i,0.9
O=C1/C(=C\c2ccco2)SC(=S)N1C1CCCCC1,x,9%,4.2,65,x,-4%,x,0.8%,i,4,x,x
N=c1sccn1CC(=O)Nc1ccc(S(N)(=O)=O)cc1,x,-3%,0.2,55,10%,-12%,0.1%,-0.4%,i,28,i,1.1
Cc1c(Cl)sn(-c2ccc(Cl)cc2)c1=O,1.2,13%,1.0,26,50µM*,-11%,-3.4%,x,x,x,u,x

# Compound activity: PubChem, several laboratories
